Assay outcomes from PubChem BioAssay.
PAD4 inhibitors – human PAD4 inhibitors, primary screen, biochemical, fluorescence polarization (AID 463073) | recombinant PAD4, RFA probe fluorescence polarization; hits give high values | inhibition, % at 5 µM | actives 0.5% (n = 2,000);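 active = inhibition above 30%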;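 also: 0% = PAD4 with DMSO and 100% = wells lacking PAD4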
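system = recombinant PAD4 | amount = PAD4 at 2 µM in dispensed buffer, before additions | incubation = 30 min 25 °C preincubation, 5 h 37 °C labeling | measured by = FP, ex 525 nm, em 598 nm | replication = single well per compound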
* hit, by the source's call.

SMILES | PAD4 inhibitors
COc1ccc2[nH]c3c(c2c1)CCn1c-3nc2ccccc2c1=O | -1.8
O=Cc1ccc(OC(=O)c2cccnc2)cc1 | -4.4
NS(=O)(=O)c1cc2c(cc1Cl)NC(C1C[C@H]3C=C[C@@H]1C3)NS2(=O)=O (stereo partly drawn) | 25.4
CC(C)C12CN3CC(C(C)C)(CN(C1)C31C(=O)Nc3ccccc31)C2=O (stereo not drawn) | 3.2
CC(=O)OC(C)C[N+](C)(C)C (stereo not drawn) | -6.7
OC(CCCN1CCCCC1)(c1ccccc1)c1ccccc1 | -1.1
Cc1ccc(-c2nn(-c3cccc(F)c3)cc2CN2CCN(c3ccccn3)CC2)o1 | 3.1
CCc1cc(=O)oc2cc(C)c(CN3CCCC(C)C3)c(O)c12 (stereo not drawn) | -0.1
CC(C)(C)NCC(O)c1cc(Cl)c(N)c(Cl)c1 (stereo not drawn) | 1.7
CN(C)CCCN1c2ccccc2CCc2ccccc21 | -1.8
COc1ccccc1NC(=O)Cn1c(C)cc(=O)c2cccc(OC)c21 | 0.6
COc1cc2c(cc1O)CC[C@@H]1[C@@H]2CC[C@]2(C)[C@@H](O)CC[C@@H]12 | -0.1

Molecules from the list above that contain a halogen (3):
SMILES | PAD4 inhibitors
NS(=O)(=O)c1cc2c(cc1Cl)NC(C1C[C@H]3C=C[C@@H]1C3)NS2(=O)=O (stereo partly drawn) | 25.4
Cc1ccc(-c2nn(-c3cccc(F)c3)cc2CN2CCN(c3ccccn3)CC2)o1 | 3.1
CC(C)(C)NCC(O)c1cc(Cl)c(N)c(Cl)c1 (stereo not drawn) | 1.7

(list continues)
SMILES | PAD4 inhibitors
COc1ccc(NC(=S)N2CCN(CCN3C(=O)c4cccc5cccc(c45)C3=O)CC2)cc1 | 2.5
CNC[C@H](O)c1ccc(O)c(O)c1 | 3.3
CCOC(=O)Cn1c(C)cc(=O)c2ccccc21 | 6.8
COc1ccc2c(CC(=O)NCC3CCC(C(=O)O)CC3)cc(=O)oc2c1 (stereo not drawn) | -2.6
NCCCC(=O)O | -2.4
CN1CCN(CC/C=C2/c3ccccc3Sc3ccc(S(=O)(=O)N(C)C)cc32)CC1 | 1.7
Cc1nc2ccccc2n1CC(=O)NC1CCCC1 | -2.5
CC1CC(OC(=O)C(O)c2ccccc2)CC(C)(C)N1C (stereo not drawn) | -0.3
Cc1c2ccncc2c(C)c2c1[nH]c1ccccc12 | 6.5
COC(=O)c1sccc1NC(=O)Nc1ccccc1F | -3.7
CC(=O)/C=C/c1ccc(C)o1 | 0.1
COc1ccc(C)cc1S(=O)(=O)Nc1ccc(F)cc1 | 3.1
O=C(O)[C@@H](O)c1ccccc1 | -1.3
Cc1ccc(C(CC(=O)NCc2ccco2)c2ccc(OC(C)C)cc2)cc1 (stereo not drawn) | 4.3
COc1ccc(Cc2nccc3cc(OC)c(OC)cc23)cc1OC | 74.4*
O=[N+]([O-])c1ccc(O)c2ncccc12 | -2.0
CC(=O)OCC(=O)C1=CCC2C3CCC4=CC(=O)C=CC4(C)C3(F)C(OC(C)=O)CC12C (stereo not drawn) | 4.0
OC(COCc1ccccc1)CN1CCN(Cc2ccc3c(c2)OCO3)CC1 (stereo not drawn) | -3.7
CSc1ccc(CN2CCN(CCC(C)C)C(CCO)C2)cc1 (stereo not drawn) | -2.7
CCOc1ccc(CC2CCC(=O)NC2=O)cc1 (stereo not drawn) | -1.7
COc1cc(OC)cc(C(C)=O)c1 | -1.7
COc1ccc(C2N3CC4(C)CN2CC(C)(C3)C4)cc1OC (stereo not drawn) | 4.8
COc1cc(CO)ccc1OCc1nnnn1-c1ccc(C)cc1 | 0.8
CCOc1cc(C=O)ccc1OCCSc1ccc(C)cc1 | 0.6
CC1CCc2cc(F)cc3c(=O)c(C(=O)O)cn1c23 (stereo not drawn) | -2.7
CCOCCCNCc1cn(-c2ccc(F)cc2F)nc1-c1ccccc1C | -0.1
CC(=O)[C@H]1CC[C@H]2[C@@H]3CCC4=CC(=O)CC[C@]4(C)[C@H]3[C@H](O)C[C@]12C | 3.1
Cc1cc(O)c(C(C)C)cc1C1(c2cc(C(C)C)c(O)cc2C)OC(=O)c2ccccc21 | -0.4
CCCCN1C[C@H](O)[C@@H](O)[C@H](O)[C@H]1CO | 4.7
Cc1ccc2c(c1)C(CCN)C(=O)N2Cc1ccccc1 (stereo not drawn) | -0.2
CC(=O)C1=C(NC(=O)c2ccc(C(F)(F)F)cc2)C[C@@H]2[C@H]1C2(C)C | 6.8
CC12CCC(C(=O)N(CCC#N)CCC#N)(CC1=O)C2(C)C (stereo not drawn) | 8.6
CCOC(=O)N1CCC(=C2c3ccc(Cl)cc3CCc3cccnc32)CC1 | 2.9
O=C(c1cc2cc(Br)ccc2o1)N1CCCCC1 | -1.7
COc1ccc(C(=O)NCC2OCCc3ccccc32)cc1 (stereo not drawn) | -2.2
COC(=O)C1=C(C)NC(C)=C([N+](=O)[O-])C1c1ccccc1C(F)(F)F (stereo not drawn) | 1.0

The final 3 compounds of the section above open the next one.
SMILES | PAD4 inhibitors
O=C(c1cc2cc(Br)ccc2o1)N1CCCCC1 | -1.7
COc1ccc(C(=O)NCC2OCCc3ccccc32)cc1 (stereo not drawn) | -2.2
COC(=O)C1=C(C)NC(C)=C([N+](=O)[O-])C1c1ccccc1C(F)(F)F (stereo not drawn) | 1.0
COc1cccc2c(=O)c3ccccc3oc12 | -3.0
O=C(NCCNc1ccc(Cl)cc1[N+](=O)[O-])c1cccnc1 | 0.0
C=CCc1cc(Cl)ccc1OCCOCCN(C)C | 0.2
CC(=O)OCC(=O)[C@H]1CC[C@H]2[C@@H]3CCC4=CC(=O)CC[C@]4(C)[C@H]3CC[C@]12C | 2.5
Nc1ccc(S(N)(=O)=O)cc1N | -0.2
C[C@]12CCC(=O)C=C1CC[C@@H]1[C@@H]2C(=O)C[C@@]2(C)[C@H]1CC[C@]2(O)C(=O)CO | -4.4
COc1ccc2[nH]c(CN3CCN(CC(C)C)C(CCO)C3)c(C)c2c1 (stereo not drawn) | -0.6
Nc1nc(Cl)nc2c1ncn2[C@H]1C[C@H](O)[C@@H](CO)O1 | 1.2
CCOC(=O)C(NC(C)=O)C(O)c1ccc([N+](=O)[O-])cc1 (stereo not drawn) | 3.0
COc1ccc(NC(=O)CC2C(=O)N(C)C(=S)N2Cc2ccncc2)cc1 (stereo not drawn) | -3.5
COc1ccc(C(=O)Nc2cccnc2)cc1C(=O)Nc1cccnc1 | -4.3
O=C1c2ccccc2C(=O)N1/N=C/c1ccc(Oc2ccc([N+](=O)[O-])cn2)cc1 | 0.9
CCCC(=O)O[C@]1(C(=O)CO)CC[C@H]2[C@@H]3CCC4=CC(=O)CC[C@]4(C)[C@H]3[C@@H](O)C[C@@]21C | -0.1
CN(C)CCOC(c1ccccc1)c1ccccc1 | 0.3
O=C1c2ccccc2C2(c3ccccc3)NCCN12 (stereo not drawn) | 1.2
Cc1ccc(S(=O)(=O)Nc2ccc(S(=O)(=O)Nc3cc(C)nc(C)n3)cc2)cc1 | -0.8
CC(NC(=O)c1cccnc1)C(=O)O (stereo not drawn) | 3.7
CCN(CCCCCN(C)C)Cc1cc2ccccc2o1 | 3.7
Cc1ccc(-n2c(C)cc(/C=C3/C(=O)NC(=O)N(C)C3=O)c2C)cc1 | 3.0
C=CCc1ccc(OCC(O)COc2ccc(CC=C)cc2OC)c(OC)c1 | 0.5
CCOc1ccc(OCCSc2nc3ccccc3[nH]2)cc1 | 1.1
COc1ccc(CNC(=O)C2CCN(C(=O)[C@@H](CC(C)C)NC(=O)OC(C)(C)C)CC2)cc1 | 7.8
COc1ccc(C2C3CCCCC3(O)CCN2C(=O)c2cccs2)cc1 (stereo not drawn) | -1.4
CC(C)C(CCN1C(=O)CCC1=O)C1CCOC(C)(C)C1 (stereo not drawn) | 1.3
CC(=O)N=c1sc(S(N)(=O)=O)nn1C | 2.5
CC1CNCCN1S(=O)(=O)c1cccc2cnccc12 (stereo not drawn) | 2.5
C=CCOC(=O)C1=C(C)NC(=O)NC1/C=C/c1ccccc1OC (stereo not drawn) | -4.6
Nc1ccn([C@@H]2O[C@H](CO)[C@@H](O)[C@@H]2O)c(=O)n1 | -1.1
NC(=O)[C@@H]1[C@@H]2C(=O)N(c3ccc(F)cc3)C(=O)[C@@H]2[C@H]2C=Cc3ccccc3N21 | -1.2
COc1cc(NC(=S)NC(=O)c2cccs2)ccc1NC(=O)C(C)C | 2.9
CCOc1ccc(NC2OC(C)C(O)C(O)C2O)c([N+](=O)[O-])c1 (stereo not drawn) | -4.2
COc1ccc(C2CC(c3c(O)cc(C)oc3=O)=NCCS2)c(OC)c1 (stereo not drawn) | 2.1
O=C(/C=C/c1ccccc1)/C=C/c1ccccc1 | 3.5
CN(C)[C@@H]1C(=O)C(C(N)=O)=C(O)[C@@]2(O)C(=O)C3=C(O)c4c(O)ccc(Cl)c4[C@@H](O)[C@H]3C[C@@H]12 | -3.2
COc1cc(OC)cc(C(=O)N[C@@H](CCSC)c2nc3ccccc3[nH]2)c1 | 4.1
COc1ccc(-c2c[n+](CC(=O)OC3CC(C)CCC3C(C)C)c3n2CCC3)cc1 (stereo not drawn) | 3.0

Reformatted as labelled records: part of the list above
Nc1ccn([C@@H]2O[C@H](CO)[C@@H](O)[C@@H]2O)c(=O)n1
- PAD4 inhibitors: -1.1
COc1cc(OC)cc(C(=O)N[C@@H](CCSC)c2nc3ccccc3[nH]2)c1
- PAD4 inhibitors: 4.1
NC(=O)[C@@H]1[C@@H]2C(=O)N(c3ccc(F)cc3)C(=O)[C@@H]2[C@H]2C=Cc3ccccc3N21
- PAD4 inhibitors: -1.2

The list continues:
SMILES | PAD4 inhibitors
O=C(COc1ccccc1)N1CCN(c2ccccc2)CC1 | -4.9
COc1ccc(-c2[nH]ncc2CN(C)C(C)c2ccon2)c(OC)c1 (stereo not drawn) | 4.7
S=C(c1ccc2c(c1)OCO2)N1CCCCC1 | 6.2
O=c1c(-c2ccccc2)c(O)c2cccc3c2n1CCC3 | 5.1
Cc1nc(-c2coc3c(CN(C)C)c(O)ccc3c2=O)cs1 | -2.2
Cc1cc2c(C(C)C)c(O)c(O)c(C=O)c2c(O)c1-c1c(C)cc2c(C(C)C)c(O)c(O)c(C=O)c2c1O | 17.6
CCCOc1ccc(-c2cc(C(=O)NCC3CCCO3)c3ccccc3n2)cc1 (stereo not drawn) | 2.3
O=C(O)c1cc2cc(Cl)cc(Cl)c2oc1=O | -2.5
COc1ccc2c3c([nH]c2c1)C(C)=NCC3 | 2.0
CC/C(=C\C=C\[C@@H]1C=C[C@@H]2CCC[C@H]2[C@@H]1C(=O)c1ccc[nH]1)[C@@H]1O[C@@H]([C@@H](C)C(=O)O)CC[C@@H]1C | 2.0
OC(c1ccccc1)(c1ccccc1)C1CCNCC1 | -1.0
CCOC(=O)C1=C[C@]2(CC)CCCN3CCc4c(n1c1ccccc41)[C@@H]32 | 1.9
COc1cc2c(cc1OC)-c1nnc(C)n1C(C)(C)C2 | -1.9
CCOc1cc2c(cc1OCC)C(c1ccccc1)N(c1ccc(C(=O)O)cc1)C(=O)C2 (stereo not drawn) | 4.9
CC(C)NC(=O)c1ccc(C(C)C)cc1 | -2.7
COc1ccc(OCC(=O)N2c3ccc(C)cc3C3CN(C)CCC32)cc1 (stereo not drawn) | 1.0
Cc1cc(/C=N/O)c(C)n1-c1ccc(Br)cc1 | 5.2
O=C(O)CCSCCC(=O)O | -2.7
CC1(C)S[C@@H]2[C@H](NC(=O)C(C(=O)O)c3ccccc3)C(=O)N2[C@H]1C(=O)O (stereo partly drawn) | 0.6
Nc1ccc2[nH]ncc2c1 | 5.0
CNc1nc(N(C)C)nc(N(C)C)n1 | 0.7
C[C@@H]1CCC[C@H](C)N1NC(=O)c1ccc(Cl)c(S(N)(=O)=O)c1 | 1.5
Cc1oc2c(C)c3oc(=O)c4c(c3cc2c1C)CCCC4 | -1.2
CC(C)CCc1noc(CN2CCC(CCN3CCCC3=O)CC2)n1 | -0.8
COC(=O)c1cc(Br)c(=O)n(CCc2ccc(O)cc2)c1 | -3.2
CCNC(=O)C12CCC(C)(C(=O)O1)C2(C)C (stereo not drawn) | 2.1
O=C(NCCc1cccc(F)c1)[C@@H]1CSC2c3ccccc3C(=O)N21 (stereo partly drawn) | -3.1
COc1ccc2c(c1)c(CC(=O)O)c(C)n2C(=O)c1ccc(Cl)cc1 | -2.5
COc1ccccc1NC(=O)C12CCC(C)(C(=O)C1)C2(C)C (stereo not drawn) | -0.8
O=C(Nc1nc2ccccc2s1)c1ccc(F)cc1 | -2.4
C[N+]1(C)CCOC(O)(c2ccc(-c3ccc(C4(O)C[N+](C)(C)CCO4)cc3)cc2)C1 (stereo not drawn) | 0.5
O=C(NCCc1c[nH]c2ccccc12)OCCSS(=O)(=O)O | 4.2
COc1ccc2c(c1OC)C(=O)OC2C1c2c(cc3c(c2OC)OCO3)CCN1C (stereo not drawn) | 7.1
COc1ccc2c(=O)c(-c3cnn(-c4ccccc4)c3)c(C)oc2c1 | 0.5
Cc1cc(Cl)ccc1OC(C)C(=O)O (stereo not drawn) | 2.8
COc1ccccc1C1(CC(=O)N2CCCCC2)CCOC(C(C)C)C1 (stereo not drawn) | 0.3
CC(=O)O[C@H]1CC[C@H]2[C@@H]3CCc4cc(O)ccc4[C@H]3CC[C@]12C | 7.0
CC(C)=CCCC(C)CN1CCC(N2CCC(C(=O)N3CCCC3)CC2)CC1 (stereo not drawn) | -1.1
COC(=O)[C@@H](N)CS | 2.4
CC(=O)N(CCC1(c2ccc(C)cc2)CCOC(C(C)C)C1)Cc1ccco1 (stereo not drawn) | -2.5
COc1ccc(C(=O)COc2ccc(F)cc2)c(O)c1 | -1.8
COC(=O)c1cc(COc2ccc3ccc(=O)oc3c2)c(C)o1 | 3.9
COc1ccc(C(=O)Nc2nc3ccccc3c(=O)[nH]2)cc1 | 0.2
O=C1CC(c2ccc(F)cc2)Cc2nc(NCC3CCCO3)ncc21 (stereo not drawn) | 0.0
C[C@H]1O[C@@H](O[C@H]2[C@@H](O)C[C@H](O[C@H]3[C@@H](O)C[C@H](O[C@H]4CC[C@@]5(C)[C@H](CC[C@@H]6[C@@H]5C[C@@H](O)[C@]5(C)[C@@H](C7=CC(=O)OC7)CC[C@]65O)C4)O[C@@H]3C)O[C@@H]2C)C[C@H](O)[C@@H]1O | -1.4

Some of the compounds tested; count on the stated rates, not on these rows.
